TAAR1 antagonist – antagonists of human TAAR1; Q96RJ0; CHO RD-HGA16 TAAR1, Fluo-8 calcium fluorescence, antagonist; hit rate 1.5% among 360,000; inhibition, % at 3 µM;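 active = inhibition above a per-plate cutoff, the mean inhibition of test compounds on that plate plus 3 SD, cut at about 49% in these data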;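 note: 0% = DMSO plus EC80 beta-PEA response and 100% = DMSO alone without agonist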
Target sequence (Q96RJ0 whole entry, looked up): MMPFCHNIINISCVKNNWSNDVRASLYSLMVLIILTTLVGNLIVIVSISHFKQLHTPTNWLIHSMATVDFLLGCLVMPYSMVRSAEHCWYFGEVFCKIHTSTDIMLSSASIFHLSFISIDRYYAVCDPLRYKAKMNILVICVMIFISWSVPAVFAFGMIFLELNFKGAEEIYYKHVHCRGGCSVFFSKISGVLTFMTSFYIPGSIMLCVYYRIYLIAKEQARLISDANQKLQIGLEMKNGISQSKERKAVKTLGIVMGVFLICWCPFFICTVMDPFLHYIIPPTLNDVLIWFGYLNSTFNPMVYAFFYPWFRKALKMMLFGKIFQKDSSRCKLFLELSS
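Test system – hTAAR1-expressing CHO RD-HGA16 cells, Gα16-coupled · Also added – β-PEA at EC80 concentration, post-compound challenge · Compound – 3 µM, single point · Incubation – dye loading 75 min at 37 °C, then 30 min room temperature · Measured by – Fluo-8 intracellular calcium dye fluorescence, real-time kinetic reads · Benchmarks – vehicle and agonist controls · Replicates – singlicate, one well per test compound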
CHO-K1 Ca antag – counter-screen for M1 antagonists: effect in parental CHO-K1 cells; inhibition, % at 3 µM; hit rate 0.6% among 360,000; AID 602250; ATP-induced calcium, Fluo-8 fluorescence;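 active = inhibition above a per-plate cutoff, the plate's mean sample inhibition plus 3 SD, cut at about 24% in these data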;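 note: 0% = DMSO plus EC80 ATP and 100% = DMSO alone without ATP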
CHO-K1 Ca PAM – nonselective activator or artifact in parental CHO-K1 calcium assay | ATP EC20, Fluo-8 calcium fluorescence; 0% at ATP EC20, 100% at ATP max | activation, % at 3 µM | hit rate 0.02% among 360,000;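 active = activation above the run cutoff, the mean activation of all test compounds plus 3 SD, cut at about 40% in these data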;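 note: peak over basal fluorescence ratio in a 140 s read after ATP addition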
OXTR potentiate – potentiates the human oxytocin receptor response. hit rate 0.061% among 320,000. activation, % at 3 µM. CHO-OTR cells, Fluo-8 calcium fluorescence, potentiator mode; 0% = oxytocin EC15, 100% = EC100;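 active = activation above that plate's cutoff, the mean activation of tested compounds plus 3 SD, cut at about 6.6% in these data, passing the limit was not always enough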;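 note: 100% uses oxytocin at 75 nM as the full agonist control; some results filed as inactive read as strong as hits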
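Assay system: CHO cell line stably expressing human OTR | Also added: Oxytocin at about EC15, sub-maximal agonist stimulus | Times: Compound 6 min at room temperature before oxytocin, 100 s read | Measured by: Fluo-8 intracellular calcium fluorescence, ex 470-495, em 515-575 nm | Controls: EC15 oxytocin alone as 0%, 75 nM oxytocin as 100%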
M1 ag parental – nonselective activator or artifact in parental CHO-K1 cells. Fluo-8 calcium fluorescence; scaled to maximal ATP response, vehicle zero. hit rate 0.48% among 360,000. activation, % at 3 µM; in the data active = activation above about 15%;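 note: untransfected CHO-K1 host cells lacking M1 receptor as counterscreen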
TAAR1 ag – agonists of human TAAR1 | Q96RJ0 | CHO RD-HGA16 TAAR1, Fluo-8 calcium fluorescence; vehicle wells 0%, saturating PEA agonist 100% | activation, % at 3 µM | hit rate 0.99% among 360,000 | AID 624467;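 active = activation above the mean activation of all test compounds in the run plus 3 SD, cut at about 38% in these data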
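System: CHO-derived RD-HGA16 cells with stable Gα16 and human TAAR1 / Times: 17-24 h plating, Fluo-8 75 min 37 °C, 30 min RT / Technique: calcium-sensitive Fluo-8 signal, excitation 470-495, emission 515-575 nm / Measure: % activation relative to PEA EC100 response / Benchmarks: DMSO and PEA EC100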
CHRM1 antagonist – blocks human M1 muscarinic receptor | P11229 | inhibition, % at 3 µM | CHO-K1 hM1, Fluo-8 calcium fluorescence, ACh EC80 antagonist | hit rate 1.3% among 360,000;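 active = percent inhibition above its own plate's cutoff, namely the mean of that plate's compound wells plus 3 SD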;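 note: peak over basal fluorescence ratio during 140 s after agonist addition; 0% = ACh EC80 plus DMSO and 100% = DMSO alone without agonist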
Target sequence (P11229 whole entry, looked up): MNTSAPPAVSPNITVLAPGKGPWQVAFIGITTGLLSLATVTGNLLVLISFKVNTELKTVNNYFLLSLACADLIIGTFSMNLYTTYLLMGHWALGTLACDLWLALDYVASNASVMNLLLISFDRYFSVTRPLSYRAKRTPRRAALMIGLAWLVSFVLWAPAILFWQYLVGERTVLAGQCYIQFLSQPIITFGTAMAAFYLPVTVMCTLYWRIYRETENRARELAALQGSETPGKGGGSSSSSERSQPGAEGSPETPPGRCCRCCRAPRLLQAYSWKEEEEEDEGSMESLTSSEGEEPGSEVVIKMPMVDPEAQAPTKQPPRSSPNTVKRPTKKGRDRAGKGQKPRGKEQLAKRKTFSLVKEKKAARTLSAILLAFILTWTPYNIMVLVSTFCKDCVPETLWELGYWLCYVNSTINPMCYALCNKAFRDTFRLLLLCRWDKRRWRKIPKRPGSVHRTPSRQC
CHRM1 agonist – human M1 muscarinic receptor agonism; CHO-K1 hM1, Fluo-8 calcium fluorescence, agonist mode; 0% DMSO, 100% acetylcholine EC100; activation, % at 3 µM; hit rate 0.33% among 360,000; AID 588814; P11229;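 active = activation above the run's mean compound activation plus 3 SD, cut at about 16% in these data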;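 note: peak over basal fluorescence ratio within a 140 s kinetic read after compound addition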
CHO parental Ca – counter-screen for OX1R antagonists: effect in parental CHO cells; parental CHO-K1, ATP-induced calcium, Fluo-8 fluorescence; inhibition, % at 5.6 µM; hit rate 0.63% among 330,000;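 active = inhibition above that plate's mean sample inhibition plus 3 SD, cut at about 26% in these data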;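 note: 0% = ATP-challenged DMSO wells and 100% = DMSO wells without ATP; some compounds past the cut are filed as inactive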
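Material – parental CHO cells · Reagent – ATP stimulus · Compound – single nominal dose of 5.6 µM per compound · Detection – Fluo-8 fluorescence · Read-out basis – percent inhibition of calcium signal · Controls – ATP-challenged DMSO wells low, unchallenged DMSO wells high · Repeats – no replicates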
Numbers without * were called inactive; · = not tested or not shown; & = joins results of further samples.

SMILES	TAAR1 antagonist	CHO-K1 Ca antag	CHO-K1 Ca PAM	OXTR potentiate	M1 ag parental	TAAR1 ag	CHRM1 antagonist	CHRM1 agonist	CHO parental Ca
COc1c(Cl)cnn(-c2ccc(Cl)c(Cl)c2)c1=O	-11	-6	26	0	17*	0	-7	-13	-24
O=C(COC(=O)c1ccc(Br)o1)Nc1nc2c(F)c(F)c(F)cc2s1	5	-7	12	-4	0.0	0	-8	0	1
Cc1ccc(C(=O)Nc2nc(-c3ccc(F)cc3)cs2)o1	16	5	4	-15	0.9	4	-10	-6	-17
CCOC(=O)CNC(=O)c1ccc2c(c1)OCCO2	7	-6	7	-8	0.3	9	-5	0	-3
Cc1cc(=O)[nH]c(SCC(=O)NC2CCCCC2)n1	-2	-14	-20	-6	-0.5	3	-6	-2	-3
O=C(/C=C/Nc1ccc(OC(F)(F)F)cc1)C(F)(F)F	5	-9	12	-18	0.4	4	-36	1	5
CS(=O)(=O)/C(C#N)=C/c1c(-c2ccccc2)nc2n1CCS2	-34	-4	-2	1	0.0	0	-17	-2	0
COc1ccc(-c2nnc3sc(COc4ccccc4)nn23)cc1	11	-7	29	3	2.0	4	-7	-5	-22
O=C(COc1ccc(-n2cnnn2)cc1)Nc1ccccc1Cl	-5	-12	7	-7	1.6	1	1	-2	-1
CCOc1ccc(/C(C)=N\NC(=O)Cc2ccccc2)cc1	-33	2	-7	2	0.6	0	5	-1	-9
Nc1ccc(N2CCCCC2)c2nonc12	14	-12	28	-7	2.3	1	-5	-3	3
CC(C)N(Cc1ccccc1)C(=O)COC(=O)C1CCN(c2ccc(C(F)(F)F)cn2)CC1	4	5	11	·	0.0	-1	-10	-6	·
O=C(NCc1cccc(Cl)c1)C1CCC(=O)N(CC2CCCCC2)C1 (stereo not drawn)	-21	-4	11	-4	0.7	3	-15	-1	-32
COc1ccc(NC(=S)NC2CC3CCC2C3)c(OC)c1 (stereo not drawn)	-11	0	-6	-8	0.4	-1	-10	-6	-12
COc1cc(CN2c3ccccc3C(=O)CS2(=O)=O)cc(OC)c1	5	-4	7	·	0.2	1	-1	-2	-10
Cc1cc(Cl)cc(Br)c1OCCCN1C(=O)NC(C)(C)C1=O	-4	6	15	-2	1.4	8	-4	-5	-9
Cn1c(N)c(C(=O)COC(=O)c2cc(C(F)(F)F)nc3ccccc23)c(=O)n(C)c1=O	9	·	·	5	·	4	·	·	-16
Cc1c(NC(=O)c2ccc3c(c2)OCO3)cccc1-c1nc2ccccc2o1	17	-7	12	-14	1.3	9	-10	-1	-25
COc1ccc(/C=N/n2c(-c3ccccc3)n[nH]c2=S)cc1	-6	1	4	-4	0.3	8	-4	-6	-13
COc1cccc(-c2noc(C3CCCN(S(=O)(=O)c4cccc(Cl)c4C)C3)n2)c1 (stereo not drawn)	4	-11	16	-8	0.4	7	2	-5	-11
COC(=O)C1CCN(C(=O)c2ccc(OC)c(S(=O)(=O)N3CCCc4ccccc43)c2)CC1	32	-7	8	1	4.0	6	4	-1	-24
CC(=O)N1c2c(cc(Br)cc2S(=O)(=O)NCc2cccnc2)CC1C (stereo not drawn)	-19	13	-6	-6	0.0	8	-12	-2	2
CCc1ccc(/C(C)=N/NS(=O)(=O)c2ccc(OC)cc2)s1	-33	-3	-8	·	0.7	1	1	-1	·
O=C1C2C(c3ccccc3)C=CC(c3ccccc3)C2C(=O)N1CCO (stereo not drawn)	-6	-3	5	-4	0.8	10	-2	-4	-3
CCC(C)NC(=O)c1cc(-c2ccc3c(c2)OCO3)on1 (stereo not drawn)	-6	-3	-2	-15	1.6	5	-2	-4	-3
O=c1cc[nH]c2c(Cl)cccc12	4	-5	16	-11	0.2	12	-4	-1	2
CCn1nnc2cc(C(=O)Nc3ccc(C(=O)OC(C)C)cc3)ccc21	24	3	-11	-6	0.2	7	12	-1	-9
CCCNC(=O)NC(=O)COC(=O)CC(NC(N)=O)c1ccc(Cl)cc1 (stereo not drawn)	-1	-1	8	5	0.1	1	-2	-9	-14
Cc1csc(NC(=O)c2ccc(Cl)cc2[N+](=O)[O-])n1	2	-6	12	-3	1.1	11	-2	-8	-20
NNC(=O)c1cc(C2CC2)nc2ccc(Br)cc12	-8	-13	25	·	1.6	-2	-3	-4	·
CCCCN(CCCC)CCNC(=O)CN1C(=O)COc2ccc(S(=O)(=O)N3CCC(C)CC3)cc21	-5	-16	18	-3	0.5	-3	-9	-6	-15
CCOc1ccc2oc(C(=O)Nc3nccs3)c(C)c2c1	-13	2	-13	-6	4.2	1	-9	-1	-11
C/C(=N\NC(=O)c1ccc(Cl)cc1)c1cccnc1	-8	-16	5	-4	0.1	1	-11	-4	-3
COc1ccc(NC(=O)C2CCCN(C(=O)Nc3ccc(OC)cc3)C2)cc1 (stereo not drawn)	-11	-12	0	-4	0.3	0	-3	-5	-13
O=C(CSc1ccc2nnc(-c3ccc(F)cc3)n2n1)NCc1ccco1	-4	-13	4	-4	0.2	6	4	-4	-8
CC(NC(=O)CSc1nnc2n1CCCCC2)c1ccccc1Cl (stereo not drawn)	-5	-16	7	-10	0.0	1	4	-4	-5
Cn1c(=NC(=O)C(C)(C)C)sc2cccc(F)c21	-50	-10	12	-10	-0.8	-3	-21	-6	-14
O=C(Cc1cc(=O)[nH][nH]1)N/N=C/c1c(Cl)cccc1Cl	5&12	-4&2	-2&8	-2&-13	0.0&-0.1	3&3	0&0	-1&-4	-1&-4
COc1ccc(CNC(=O)C2CCN(S(=O)(=O)c3cccc4nsnc34)CC2)cc1	-25	-10	5	-5	3.7	3	3	-2	-4
O=C(O)c1cc(S(=O)(=O)Nc2cccc3ccccc23)c(Cl)cc1Cl	-26	0	22	-6	0.6	1	-14	-6	-11
CCOC(=O)CCCCNC(=O)Nc1ccccc1	-24	-12	17	-9	1.2	-1	-7	-5	-1
Cc1cc(C(=O)CSc2nc(N)cc(=O)[nH]2)c(C)n1CCc1ccc(Cl)cc1	35	1	0	-11	0.0	5	3	-5	2
Cc1ccc(S(=O)(=O)N(C)/N=C/c2ccc(C(=O)O)cc2)cc1	12	-6	22	-1	0.4	-1	-4	-4	-4
Nc1nonc1-n1nnc(C(=O)N/N=C\c2ccncc2)c1CN1CCCCC1	-12	-10	11	-6	0.5	1	-5	-9	-13
O=C(CSc1nncn1-c1ccccc1)NC1CCCc2ccccc21 (stereo not drawn)	-3	3	13	0	0.5	1	-8	-5	-2
C#CC[N+]1(CC#Cc2ccccc2)CCCCC1	-7	-19	18	0	0.7	7	-4	-8	-13
COc1ccc(OCC(=O)Nc2ccc3c(c2)nc(CN2CCN(C(C)=O)CC2)n3C)cc1	-31	3	-7	-9	-0.1	2	-5	-8	-15
CCC(C)NS(=O)(=O)c1ccc(OCC(=O)N2CCC(C)CC2)cc1 (stereo not drawn)	-14	-10	-10	-2	0.9	12	-18	1	-2
C=CCn1c(CSCc2ccc(F)cc2)n[nH]c1=S	1	-6	14	-3	1.6	5	-10	-3	-1
Cc1oc2c(CN3CCCC3)c(O)ccc2c(=O)c1-c1ccc(Cl)cc1	3	-11	18	-11	0.6	6	3	-5	-16
CC(=O)Oc1ccc2occ(-c3ccccc3)c2c1	-9	-3	9	-2	-0.2	2	-2	-6	-2
O=C(Oc1ccc(Br)cc1C(=S)N1CCCC1)c1ccccc1F	57*	1	6	-6	3.1	94*	-6	-9	-15
CCSCCCn1[nH]c2ccccc2c1=O	1	4	-3	·	0.5	2	-4	5	·
CC1CN(C(=O)CSc2nnc(-c3ccncc3)n2-c2ccccc2)CC(C)O1 (stereo not drawn)	6	-15	18	2	0.1	6	-12	-1	-7
CC1CCCCN1S(=O)(=O)c1ccc(C(=O)Nc2nnc(-c3ccccn3)o2)cc1 (stereo not drawn)	2	-10	28	-4	0.8	-1	-6	-5	-3

Entries listed so far that contain fluorine, in the order listed:
SMILES	TAAR1 antagonist	CHO-K1 Ca antag	CHO-K1 Ca PAM	OXTR potentiate	M1 ag parental	TAAR1 ag	CHRM1 antagonist	CHRM1 agonist	CHO parental Ca
O=C(COC(=O)c1ccc(Br)o1)Nc1nc2c(F)c(F)c(F)cc2s1	5	-7	12	-4	0.0	0	-8	0	1
Cc1ccc(C(=O)Nc2nc(-c3ccc(F)cc3)cs2)o1	16	5	4	-15	0.9	4	-10	-6	-17
O=C(/C=C/Nc1ccc(OC(F)(F)F)cc1)C(F)(F)F	5	-9	12	-18	0.4	4	-36	1	5
CC(C)N(Cc1ccccc1)C(=O)COC(=O)C1CCN(c2ccc(C(F)(F)F)cn2)CC1	4	5	11	·	0.0	-1	-10	-6	·
Cn1c(N)c(C(=O)COC(=O)c2cc(C(F)(F)F)nc3ccccc23)c(=O)n(C)c1=O	9	·	·	5	·	4	·	·	-16
O=C(CSc1ccc2nnc(-c3ccc(F)cc3)n2n1)NCc1ccco1	-4	-13	4	-4	0.2	6	4	-4	-8
Cn1c(=NC(=O)C(C)(C)C)sc2cccc(F)c21	-50	-10	12	-10	-0.8	-3	-21	-6	-14
C=CCn1c(CSCc2ccc(F)cc2)n[nH]c1=S	1	-6	14	-3	1.6	5	-10	-3	-1
O=C(Oc1ccc(Br)cc1C(=S)N1CCCC1)c1ccccc1F	57*	1	6	-6	3.1	94*	-6	-9	-15
